MPTP inh = mitochondrial permeability transition pore inhibitors, primary screen, biochemical, isolated mouse mitochondria, absorbance. inhibition, % at 10 µM. Ca2+ swelling absorbance, 30 min. actives 1.4% (n = 360,000);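 active = inhibition of 50% or more, scaled per plate between neutral and stimulator controls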;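 also: 0% = DMSO wells given calcium and 100% = 1 mM EGTA wells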
The depositor's hits bear a star. An excerpt; count on the stated rates, not on these rows.

entry	molecule	MPTP inh
1	COC(=O)C1=CN(c2cccc(OCc3ccccc3)c2)C(N)=C(C#N)C1c1cccc(F)c1 (configuration not stated)	-0.3
2	CC(C)c1cc(Cn2c3ccccc3c(=O)n2C(C)Cn2cc(COc3ccccc3)nn2)on1 (configuration not stated)	-1.5
3	CC(=O)C1=CCC(c2ccc(Cl)c(Cl)c2)N(S(=O)(=O)c2ccc(C)cc2)C1 (configuration not stated)	-1.4
4	Cc1ccc(NC(=O)COC(=O)c2ccc3ncsc3c2)c(C)c1	-0.3
5	COc1cccc(C(O)c2nc(-c3ccc(Cl)cc3)cs2)c1 (configuration not stated)	2.3
6	CC1(C(=O)NS(=O)(=O)Cc2ccccc2C(F)(F)F)CCN1C(=O)Cc1ccsc1 (configuration not stated)	-0.2
7	CCOC(=O)C(Cc1ccccc1)C1(C)Oc2ccccc2O1 (configuration not stated)	0.4
8	Cc1cc(C(O)c2ncc(-c3ccccc3)[nH]2)ccc1F (configuration not stated)	-0.4
9	COc1cccc(C(=O)N2CCC[C@H]2C(=O)N2CCC[C@H]2C(=O)N[C@H](C)c2ccccc2)c1	0.5
10	CSCC[C@@H](CO)NC(=O)[C@H]1O[C@@H](n2ccc(=O)[nH]c2=O)[C@H](O)[C@@H]1O	-1.9
11	NC(=O)c1ccsc1NC(=O)COC(=O)Cc1ccccc1[N+](=O)[O-]	-0.3
12	COc1ccc(NC(=O)C2(C)Cc3c(-c4cccc(C(F)(F)F)c4)ccnc3O2)cc1OC (configuration not stated)	-2.3
13	CC(C)c1nc(SCC(=O)N2CCCCC2)c2c(=O)n(C)c(=O)n(C)c2n1	0.3
14	CCCCN1C[C@H](CSC)[C@@H](CC(=O)NC)C1=O	-0.1
15	O=C(SCc1c(O)c2ccccc2oc1=O)c1ccccc1	3.0
16	COC(=O)[C@@]1(Sc2ccc(C)cc2)CC(=O)N(C(=O)C2CC2)[C@@H]1c1ccccc1	-0.7
17	O=C(/C=C/[C@H]1O[C@@H](n2ccc(=O)[nH]c2=O)[C@H](O)[C@@H]1O)NCc1ccccn1	0.1
18	O=c1[nH][nH]c2c1[C@H](CCc1cccc(Cl)c1)O[C@H](C1CCCC1)C2	3.1
19	CC(=O)Nc1cc(-c2cccc(C(=O)NCCN(C)C)c2)cn2c(-c3ccc(C(C)=O)cc3)cnc12	-3.0
20	CC(C)C[C@H]1CNC(=S)N1C[C@H]1CCCN1C[C@H](Cc1ccc(O)cc1)N1C[C@H](Cc2ccccc2)N(CC2CCCCC2)C1=S	0.1
21	CC(C)C[C@H]1COc2cc(N3CC[C@@H](O)C3)ccc2S(=O)(=O)N1	1.1
22	CCc1nc2c(OCc3ccc(F)cc3)cccn2c1N(C)C(=O)c1ccc(C)cc1	0.0
23	CCCCNC(=O)C1(C)CCN1Cc1cccc2c(OC)cc(C(=O)OCC)cc12 (configuration not stated)	1.0
24	CC1=C(C(=O)N(C(C)C)C(C)C)CC(CC(=O)NCCCN(C)C)C(=O)N1Cc1ccc(F)cc1 (configuration not stated)	-0.8
25	C[C@@H]1CN([C@H](C)CO)S(=O)(=O)c2ccc(C#CCN(C)C)cc2O[C@@H]1CN(C)Cc1ccccc1F	-2.5
26	CCCCNC(=O)c1nc(C2CCNCC2)oc1-c1cccc(C(F)(F)F)c1	0.3
27	CC1(C)OC(=O)C2=C(C[C@@H](C3CCCCC3)O[C@H]2c2ccccc2)O1	1.2
28	CN1CCN(c2ccc(CNC(=O)C3(C)Cc4c(-c5ccccc5)ccnc4O3)cc2)CC1 (configuration not stated)	-0.2
29	C[C@H](NC(=O)[C@@H]1CCCN1C(=O)[C@@H]1CCCN1C(=O)OC(C)(C)C)c1ccccc1	-0.5
30	Cc1cc(Br)cn2c(CC(C)(C)C)c(C3CCCCC3)nc12	3.6
31	CC(C)CN1C(=O)c2ccccc2C1c1nnnn1-c1ccc2c(c1)OCCO2 (configuration not stated)	1.8
32	CCCCNC(=O)C1(C)CCCCN1C(=O)c1ccc(C)c(F)c1 (configuration not stated)	-1.0
33	O=C(C(O)c1ccccc1)N1CCN(S(=O)(=O)c2ccc(C(F)(F)F)cc2)CC1 (configuration not stated)	0.6
34	Cc1cccc(C)c1NC(=O)C(C1CC1)n1c(=O)c(-c2cc3ccccc3[nH]2)nc2ccccc21 (configuration not stated)	2.6
35	Cc1noc(C)c1NC(=O)N(C)C[C@H]1OCc2cnnn2CCCC(=O)N([C@H](C)CO)C[C@H]1C	-0.4
36	Cc1ccc(S(=O)(=O)N(C)C[C@@H]2OCc3cnnn3CCCC(=O)N([C@H](C)CO)C[C@@H]2C)cc1	-2.1
37	COCCCNC(=S)N1CCN(c2nc(-c3ccc(Cl)cc3)cs2)CC1	76*
38	CCOc1ccc(NS(=O)(=O)c2cccs2)cc1S(=O)(=O)N1CCCC1	0.8
39	CCC(=O)N1CCCC(C)(C(=O)Nc2ccc(C)c(C)c2)C1 (configuration not stated)	2.0
40	Nc1ccc2c(c1)C1(CCC2)NC(=O)NC1=O (configuration not stated)	-1.9
41	Cc1ccc(S(=O)(=O)N2[C@H](CC(=O)c3cccc4ccccc34)OC[C@@H]2C)cc1	-0.7
42	C[C@@H]1CN([C@@H](C)CO)C(=O)CCCn2nncc2CO[C@@H]1CN(C)S(=O)(=O)c1ccc(Cl)cc1	-0.8
43	COc1ccc(Br)c(Cn2c(C)c(C(=O)NCCC#N)sc2=O)c1	0.0
44	Cc1ccc([C@H]2C[C@H](n3cc(COC(=O)c4ccccc4)nn3)[C@@H](O)CN2Cc2cccs2)cc1	-1.1
45	COc1ccc(Nc2nc3cc(-c4ccccc4C)sc3c(=O)n2C)cc1OC	1.0
46	COc1ccc(N2CC(C)(C)[C@H](CC(=O)Nc3ccc(Br)cc3)C2=O)cc1	-2.9
47	CCCCNC(=O)CN1C(=O)CSc2ccc(S(=O)(=O)N3CCOCC3)cc21	0.1
48	Cc1cccc(C)c1NC(=O)C1(C)CCC(=O)N1C1CCN(Cc2ccccc2)CC1 (configuration not stated)	-2.0
49	CC(C)c1ccc(S(=O)(=O)NCCCN2CCOCC2)cc1	-0.2
50	Cc1ccccc1-c1cc2nc(NCc3ccccc3F)n(C)c(=O)c2s1	0.4
51	O=C(NC1CCCC1)N[C@@H]1CC[C@@H](CC(=O)N2CCOCC2)O[C@@H]1CO	3.3
52	CCOC(=O)c1c(NC(=S)SC)sc(C(=O)N2CCc3ccccc3C2)c1C	0.6
53	O=C1Nc2ccccc2-c2nnnn2C1N1CCC(Cc2ccccc2)CC1 (configuration not stated)	0.9
54	Cc1cccc(C)c1NC(=O)C(C1CC1)n1c(-c2ccc(=O)[nH]c2)nc2ccccc21 (configuration not stated)	1.2
55	COc1ccc2c(C)cc(=O)oc2c1OCC(O)CN1CCOCC1 (configuration not stated)	0.0
56	COc1ccc(CN2C(=O)C(CC(=O)NCc3cccs3)CC(C(=O)N(C)C)=C2C)cc1 (configuration not stated)	-1.1

Remaining list, next part
entry	molecule	MPTP inh
57	O=C(NCc1cccc(C(F)(F)F)c1)c1ccc2sc([C@@H]3O[C@H](CO)[C@H](O)[C@H](O)[C@H]3O)nc2c1	0.0
58	O=C1c2ccccc2CCC12OC2c1ccncc1 (configuration not stated)	0.1
59	COC(=O)[C@]1(Sc2ccc(C)cc2)CC(=O)N[C@@H]1c1ccco1	-0.4
60	N#Cc1cccc(C(=O)C(=O)N2CCCN(Cc3ccc(F)cc3)CC2)c1	1.3
61	O=S1(=O)CC(N2CCSCC2)CN1Cc1cn(Cc2cccc(Cl)c2)nn1 (configuration not stated)	-0.3
62	CCc1nc2ccc(C(=O)Nc3cccc(OCC(=O)N(C)C)c3)cn2c1N(C=O)Cc1ccc(OC)cc1	0.6
63	Cc1cc2c(cc1C)-n1nnnc1C(N1CCN(c3ncccc3C#N)CC1)C(=O)N2 (configuration not stated)	0.7
64	O=C(N/C(=C/c1cccc(Br)c1)C(=O)N1CCOCC1)c1ccco1	0.7
65	O=c1[nH]cc(Cc2ccccc2)c(=O)[nH]1	-0.1
66	Cc1ccc(CNC(=O)CC[C@H]2O[C@@H](n3cc(C)c(=O)[nH]c3=O)C[C@@H]2O)o1	-1.7
67	CSCc1cc(C(=O)NC2CC2)c(N)s1	-0.3
68	COc1ccc(CNC(=O)C2(C)Cc3c(-c4ccc(C(N)=O)cc4)ccnc3O2)cc1OC (configuration not stated)	-0.8
69	Cc1cc(C(=O)N2CCC2(C)C(=O)NS(=O)(=O)c2cccc(OC(F)F)c2)nn1C (configuration not stated)	-2.9
70	Cc1ccc(C(=O)OCC(=O)NCc2ccccc2)s1	0.6
71	Cc1ccc(Cc2c(-c3cccc(Br)c3)nc3ccc(Cl)cn23)cc1	0.2
72	COc1ccc(S(=O)(=O)N2CCCCC2c2cc(C(=O)NCc3ccc(F)cc3)no2)cc1 (configuration not stated)	0.5

Sorted by the number under MPTP inh (rising): 3 of the compounds above
entry | SMILES | MPTP inh
69 | Cc1cc(C(=O)N2CCC2(C)C(=O)NS(=O)(=O)c2cccc(OC(F)F)c2)nn1C (configuration not stated) | -2.9
71 | Cc1ccc(Cc2c(-c3cccc(Br)c3)nc3ccc(Cl)cn23)cc1 | 0.2
70 | Cc1ccc(C(=O)OCC(=O)NCc2ccccc2)s1 | 0.6

Remaining list, next part:
entry	molecule	MPTP inh
73	CCC(=O)N[C@@H]1C=C[C@@H](CC(=O)NCc2ccccc2F)O[C@@H]1CO	-1.4
74	CCc1nc2c(OCCC3CCCCC3)cccn2c1N(C)C(=O)c1ccc(OC)cc1	0.3
75	Cc1nc(SCC(=O)c2cc(C)n(C3CC3)c2C)c2ccccc2n1	33
76	Cc1cc(Cl)ccc1C(O)c1ncc(-c2ccc(F)cc2)[nH]1 (configuration not stated)	1.9
77	CCc1nc2c(OCc3c(C)noc3C)cccn2c1N(C=O)Cc1ccccc1	0.5
78	CCN(CC(=O)Nc1c(F)cccc1F)C(=O)CCCN1C(=O)c2ccccc2C1=O	-0.4
79	CCOC(=O)CC1(CCc2ccccc2)Oc2ccccc2O1	1.4
80	CC1(C(=O)NS(=O)(=O)c2ccc(Cl)cc2)CCN1C(=O)CCc1ccccc1 (configuration not stated)	-0.4

An excerpt of these results, as labelled records.
79) CCOC(=O)CC1(CCc2ccccc2)Oc2ccccc2O1
  MPTP inh: 1.4
74) CCc1nc2c(OCCC3CCCCC3)cccn2c1N(C)C(=O)c1ccc(OC)cc1
  MPTP inh: 0.3
78) CCN(CC(=O)Nc1c(F)cccc1F)C(=O)CCCN1C(=O)c2ccccc2C1=O
  MPTP inh: -0.4
73) CCC(=O)N[C@@H]1C=C[C@@H](CC(=O)NCc2ccccc2F)O[C@@H]1CO
  MPTP inh: -1.4

The listing continues.
entry	molecule	MPTP inh
81	CC1=CC(C)(C(Cl)(Cl)Cl)C(C)=CC1=NO (configuration not stated)	1.0
82	Cn1c(NCc2ccccc2)nc2cc(-c3cccc(C(F)(F)F)c3)sc2c1=O	1.7
83	O=C(Nc1cccc(OC(F)(F)F)c1)C1Cc2c(-c3ccccc3Oc3ccccc3)ccnc2O1 (configuration not stated)	1.9
84	CC(=O)N(C)C[C@@H]1Oc2ncc(C#Cc3ccc(F)cc3)cc2C(=O)N([C@@H](C)CO)C[C@H]1C	-0.3
85	COc1ccc(NC(=O)C2Cc3c(-c4cccc(NC(C)=O)c4)ccnc3O2)cc1 (configuration not stated)	1.0
86	COC(=O)C1=CN(c2ccc(C(C)(C)C)cc2)C(N)=C(C#N)C1c1ccc(OC)cc1 (configuration not stated)	0.8
87	CC(=O)OCC(O)C1(O)CCC2C3CCC4=CC(=O)CCC4(C)C3C(O)CC21C (configuration not stated)	-1.2
88	CCCNC(=O)C1(C)CCN(C(=O)c2ccc(OC)cc2OC)C1 (configuration not stated)	-0.2
89	CC(=O)c1c(C)[nH]c(C(=O)OCC(=O)NCc2ccccc2)c1C	1.5
90	COc1ccccc1Cn1c(C)c(C(=O)NCc2ccc(C#N)cc2)sc1=O	-3.2
91	C=CCN(CC=C)Cc1cc(=O)oc2cc(C)c(C)cc12	-0.3
92	CC(C)C1C(=O)N(Cc2cn(CC3CCCCC3)nn2)CCS(=O)(=O)N1Cc1ccc(-c2ccc(Cl)nc2)cc1 (configuration not stated)	-1.1
93	CC(C)NC(=O)N[C@H]1CC[C@H](CC(=O)NCc2ccc(Oc3ccccc3)cc2)O[C@@H]1CO	-1.6
94	CN[C@@H](C)C(=O)NC[C@H]1O[C@@H](n2cnc3c(=O)[nH]c(N)nc32)[C@H](O)[C@@H]1O	-0.1
95	CCCCc1nc2ccc(F)cc2cc1C	1.8
96	CC(C)Oc1ccccc1OC1(C)CCN(Cc2ccc(OC(F)(F)F)cc2)C1 (configuration not stated)	1.3
97	O=C(CCN1CCN(Cc2ccccc2)CC1)NNC(=O)c1ccc(Cl)c(Cl)c1	0.4
98	C[C@H](CO)N1C[C@H](C)[C@@H](CN(C)Cc2ccc(C(=O)O)cc2)OCc2cnnn2CCCC1=O	-2.1
99	CCc1noc(C)c1C(=O)NCCN1C(=O)S/C(=C\c2ccccc2F)C1=O	2.1
100	COc1ccc(NC(=O)C[C@H]2C(=O)N(C3CCCCC3)C[C@@H]2C)cc1	-0.5
101	O=C(NCc1ccc(F)cc1F)[C@@H]1CCCN1C(=O)[C@@H]1CCCN1C(=O)c1cccs1	0.4
102	CC(C)(C)c1ccccc1NC(=O)Nc1nc(C(N)c2ccccc2Cl)cs1 (configuration not stated)	2.7
103	COc1ccc(C(C(=O)NCc2ccccc2)n2c(=O)c(-c3ccco3)nc3ccccc32)cc1 (configuration not stated)	-0.3
104	O=C1NC[C@@H](CCCCN2C[C@H](Cc3ccccc3)N(CCc3ccc(O)cc3)C(=O)C2=O)N(CC2CCCCC2)C1=O	-2.1
105	COc1ccc(NC(=O)C2(C)Cc3c(-c4ccc5c(c4)OCO5)ccnc3O2)cc1OC (configuration not stated)	0.3
106	CC(=O)Nc1ccc(CN(C)c2c(C)nc3ccc(C(=O)N(C)Cc4ccco4)cn23)cc1	-3.5
107	CC(C)N1CCC1(C)C(=O)Nc1cccc2ccccc12 (configuration not stated)	-0.9
108	CCC1NC(=O)c2cccnc2-n2c1nc1cc(F)ccc1c2=O (configuration not stated)	0.4

Screens as filed in PubChem.
